# Screens from PubChem BioAssay.
# N370S GC mod – N370S glucocerebrosidase modulation, Gaucher chaperone candidate. P04062. N370S GC spleen homogenate, 4MU-glucoside fluorescence. Potency, µM (highest dose often 59.4 µM), inactives show at the top dose activity change, negative = inhibition, actives largely listed as inhibitors. 330,000 tested, 0.092% active;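 note: 0% = full enzyme activity and -100% = no enzyme basal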
# FEN1 inh – inhibitors of human flap endonuclease 1; P39748; Recombinant FEN1 flap cleavage, fluorescence, 15 min; Potency, µM (series often up to 114 µM), without a hit: top-dose activity change, negative = inhibition, hits mostly inhibitors; 390,000 tested, 0.35% active; AID 588795; note: nearly all actives have a fitted effect of over 65% in size
#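 Nuclease activity of 10 nM FEN1 was measured after 15 min of room-temperature exposure to titrated compounds, by adding 50 nM flap substrate and reading plates at 0 and 15 min.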
# GCN5L2 inh – inhibitors of human GCN5L2 histone acetyltransferase; Potency, µM (doses to about 58.9 µM), for inactives: at the top dose activity change, negative = inhibition, usual class: inhibitors; GCN5L2 HAT assay, ThioGlo1 CoA-SH fluorescence; Q92830; 390,000 tested, 0.21% active
# Target sequence (Q92830 whole entry, looked up): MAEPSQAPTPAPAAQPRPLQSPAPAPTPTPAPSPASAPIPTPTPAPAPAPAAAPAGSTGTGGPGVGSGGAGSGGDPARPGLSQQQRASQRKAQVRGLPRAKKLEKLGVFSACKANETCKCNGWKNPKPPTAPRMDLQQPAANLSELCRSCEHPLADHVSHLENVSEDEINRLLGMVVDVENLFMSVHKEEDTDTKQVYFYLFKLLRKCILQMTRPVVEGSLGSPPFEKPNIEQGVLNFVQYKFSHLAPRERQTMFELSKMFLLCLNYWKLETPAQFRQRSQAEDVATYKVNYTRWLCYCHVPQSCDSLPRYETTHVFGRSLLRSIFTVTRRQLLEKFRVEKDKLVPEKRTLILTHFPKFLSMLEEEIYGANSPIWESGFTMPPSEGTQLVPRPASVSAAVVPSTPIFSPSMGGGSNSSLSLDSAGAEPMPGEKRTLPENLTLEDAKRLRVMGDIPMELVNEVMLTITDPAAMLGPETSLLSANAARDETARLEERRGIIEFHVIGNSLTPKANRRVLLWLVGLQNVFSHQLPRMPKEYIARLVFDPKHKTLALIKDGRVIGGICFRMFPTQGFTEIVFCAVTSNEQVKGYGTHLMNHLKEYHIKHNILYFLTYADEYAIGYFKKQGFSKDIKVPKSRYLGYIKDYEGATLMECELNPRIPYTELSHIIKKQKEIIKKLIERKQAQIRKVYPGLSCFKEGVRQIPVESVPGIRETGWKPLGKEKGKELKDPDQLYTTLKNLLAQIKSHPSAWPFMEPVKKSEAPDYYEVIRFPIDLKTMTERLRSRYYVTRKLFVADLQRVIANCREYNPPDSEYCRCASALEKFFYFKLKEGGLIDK
#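 Compounds, pin-transferred from DMSO stocks, meet 20nM GCN5L2 for 15 min before the reaction begins with H3(1-25) peptide (75uM) and acetyl-CoA (70uM). Thiol-reactive ThioGlo1 reports CoA release over 20 min at room temperature.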
# Numbers without * were called inactive; ? = inconclusive; . = not tested or not shown; & = joins results of further samples; [ ] = dose if it differs, or a comment. Calls come from the whole dose curve; as a rule, active = well fitted curve in the direction sought with a large enough effect; inconclusive = small, poorly fitted or top-dose-only effect, or another doubt; inactive = no such curve, though single readings can be large; an effect the other way counts as inactive or inconclusive. Unless noted, % is set by controls: 0 for no effect and ±100 for the full control effect; potency is the fitted concentration of half-maximal effect. Random draw from the library; about 0.54% have a hit in one of these screens.
SMILES,N370S GC mod,FEN1 inh,GCN5L2 inh
O=C(NCCC1=CCCCC1)c1cnc2n(c1=O)CCS2,2.3%,0.0%,-4.5%
Cc1ccc(C(=O)Nc2ccc3c(c2)CCC3)o1,-8.7%,-0.5%,-2.8%
Cc1ccc(C)c2nc(N3CCCC3)c(C#N)cc12,3.8%,-9.1%,-1.0%
COc1ccc(N/C(N)=N/c2nc(CSc3ccc(Cl)cc3)cc(=O)[nH]2)cc1,.,3.3%,-4.0%
Cc1ccc(CCNC(=O)c2cc3sccc3n2Cc2ccc(F)cc2)cc1,.,10.9%,3.9%
NS(=O)(=O)c1cccc(NC(=O)c2ccc(NS(=O)(=O)c3cccc([N+](=O)[O-])c3)cc2)c1,.,-2.2%,-8.2%
COc1ccc(C(=O)N2CCOC2CNC(=O)C(=O)NCc2ccccc2Cl)cc1 (stereo not drawn),-0.5%,-0.9%,-1.3%
O=C(OCc1c(F)cccc1Cl)c1cccc(S(=O)(=O)N2CCOCC2)c1,.,-3.1%,-4.6%
O=C(CCCC(=O)OCC(Cl)=C(Cl)Cl)Nc1cccc(F)c1,8.1%,-21.5%,-9.7%
CC(C)n1c(C(F)(F)F)nc2cc(C(=O)N3CCOCC3)ccc21,-1.0%,-3.8%,-9.1%
CC(C)CNS(=O)(=O)c1ccc2c(c1)OCCO2,-11.1%,-4.6%,-10.7%
CCCCNc1nc(=S)n(-c2ccccc2)c(C)c1C(C)=O,0.3%,-2.4%,-2.8%
COC(=O)CCCCCC(CCC(=O)OC)NC(C)=O (stereo not drawn),5.2%,7.2%,-5.4%
CCOC(=O)/C(C#N)=C1\C=CN(C)C(C)=N1,-1.8%,-8.7%,-11.7%
CN1C(=O)C(c2nnc(Nc3cccc4ccccc34)s2)C2CC1(C)Oc1ccccc12 (stereo not drawn),27.0%,-11.1%,-9.5%
COc1ccc(C(C)NC(=O)Cc2cccs2)cc1OC (stereo not drawn),-6.3%,16.9%,-10.1%
Brc1ccc(CNCCCSc2ncccn2)cc1,-15.0%,-4.2%,-2.3%
O=C1c2ccccc2-c2onc3c(Br)cc(NC4CCCCC4)c1c23,.,-4.5%,3.8%
CCOc1ccc(S(=O)(=O)N2CCCC(C(=O)N3CCCC3)C2)cc1 (stereo not drawn),0.5%,5.5%,0.0%
CCc1ccc(N2C(=O)C3CCCN3C2=S)cc1 (stereo not drawn),-6.6%,-3.5%,-4.3%
CC(C)(C)C1CCc2c(C(=O)N/N=C/c3cccs3)csc2C1 (stereo not drawn),?,-3.6%,-18.2%
CC(C)CCNC(=O)c1cn(C)c2ccc(S(=O)(=O)N3CCOCC3)cc2c1=O,.,18.9%,0.8%
N#CC1=C(N)Oc2cc(O)c(Cl)cc2C1c1cccnc1 (stereo not drawn),-22.1%,-3.2%,-0.6%
Cn1c(C(=O)N2CCC(C(=O)NCc3ccccc3)CC2)cc2sccc21,0.7%,4.5%,-22.1%
Cc1ccc(S(=O)(=O)N2C(=O)c3cccc4cccc2c34)cc1,12.1%,-6.6%,-8.5%
# Other entries follow.
SMILES,N370S GC mod,FEN1 inh,GCN5L2 inh
COc1ccc(Oc2ncc3nc(-c4cn(C)c5ccccc45)c(=O)n(C4CC4)c3n2)cc1,2.7%,.,-5.6%
Cc1ccc(C(O)(C(=O)NNc2ccc3ccccc3n2)c2ccc(C)cc2)cc1,-10.8%&-13.1%,-12.3%&8.3%,3.2%&2.3%
CC(C)CCN1CCN=C1N(C)C,-15.3%,27.3%,-4.8%
CCOC(=O)C1CCCN(CCC(=O)Nc2cccc(C)c2)C1 (stereo not drawn),-1.7%,-3.9%&0.6%,-0.2%&-1.5%
Oc1ccc(Cl)cc1CNCc1ccc(Cl)nc1,.,-4.9%,-1.2%
O=C(CC1SC(=O)N(c2ccccc2)C1=O)Nc1ccc(Cl)cc1 (stereo not drawn),-0.4%,0.1%,-28.0%
Cc1cccc(C)c1OCC(N)C(C)C (stereo not drawn),-5.8%&-1.8%,19.5%,?
C=CCn1c(=NC(=O)C2CC2)sc2cc(NC(C)=O)ccc21,-5.4%,-0.1%,-6.1%
Cc1cccc(/C=N/n2c(COc3ccccc3)n[nH]c2=S)c1,4.9%,-18.5%,-5.6%
CC1CCN(S(=O)(=O)c2ccc3ccccc3c2)CC1,?,-18.3%,-5.5%
CCc1ccc(C(C)NC(=O)Cn2cnc3c(=O)n(C)c(=O)n(C)c32)cc1 (stereo not drawn),-10.6%,-4.1%,-5.6%
CCOC(=O)CNC(=O)CN1C(=O)CC(c2ccco2)Sc2ccccc21 (stereo not drawn),4.1%,-3.6%,-8.9%
Cc1ccc(-c2csc(=Nc3ccccc3)n2Cc2ccc3c(c2)OCO3)cc1C,.,10.4%,-0.2%
c1csc(-c2nc(NCC3CCCO3)c3ccccc3n2)c1 (stereo not drawn),?,-0.9%&-24.5%,-1.8%
COc1cc(C2/C(=C(\O)c3ccc4c(c3)OCCO4)C(=O)C(=O)N2c2nnc(C)s2)cc(OC)c1OC (stereo not drawn),-19.8%,-4.3%,-8.6%
O=C(CSc1ccc2nnc(-c3ccncc3)n2n1)Nc1ccc2c(c1)OCCO2,9.7%,-13.4%,-0.9%
CC(NC(=O)NC12CC3CC(CC(C3)C1)C2)c1ccc2c(c1)OCO2 (stereo not drawn),18.0%,-6.0%,-7.3%
Cc1nn(C)c(=O)n1N(C)c1ncc(C(F)(F)F)cc1Cl,-1.3%,7.0%,-6.0%
NS(=O)(=O)c1ccc(CCNc2ncnc3sccc23)cc1,-26.7%,5.8%,-2.9%
Cc1ccc(S(=O)(=O)N(CC(=O)NC2CC2)c2ccc(C)c(Cl)c2)cc1,-4.7%,6.5%,-17.7%
COc1ccc(OCc2nc3c4c(-c5ccccc5)c(-c5ccccc5)oc4ncn3n2)cc1,.,-3.3%,-9.2%
COc1ccc2c(c1)C(=NO)c1cc(OC)ccc1-2,-19.0%,-7.5%,-2.7%
O=C(O)CC(c1ccc(Cl)cc1)N1C(=O)CCC1=O (stereo not drawn),-1.3%,2.9%,2.1%
COc1cc(OC)c(C2C3=C(CCCC3=O)Nc3nc4ccccc4n32)cc1OC (stereo not drawn),13.2%,-11.3%,-21.0%
CCOC(=O)c1c(CC(C)C)csc1NC(=O)COC(=O)c1cc(OC)c(OC)cc1[N+](=O)[O-],5.1%,44.5%[activator],-11.5%
# Later entries:
SMILES,N370S GC mod,FEN1 inh,GCN5L2 inh
Cc1nn(C)c(C)c1CN(C)C(=O)C1(C)CC1(Br)Br (stereo not drawn),16.6%,-5.6%,-2.9%
CC(C)(c1ccccc1)c1ccc(OCCN2CCCC2)cc1,-22.2%,1.6%,-7.5%
CC1CCN(C(=O)CCc2nnc3ccc(NCCCN4CCCC4=O)nn23)CC1,-8.4%,1.6%,-4.4%
CN(Cc1ccccc1)S(=O)(=O)c1ccc(OCC(=O)NCc2ccncc2)cc1,-12.0%,-0.1%,-4.2%
CN(C(=O)N1CCN(S(=O)(=O)c2ccccc2)CC1)c1ccccc1,.,-9.2%,-5.9%
O=C(c1cc2c(cc1Br)OCCCO2)N1CCCCC1,-3.7%,8.9%,-0.8%
CCOC(=O)c1cc(C)n(-n2cnnc2)c1C,0.0%,10.7%,2.1%
O=C(CN1C(=O)NC2(CCCCCCC2)C1=O)Nc1c(Cl)cccc1Cl,.,0.2%,1.4%
COc1ccccc1-c1oc2ccccc2c1C#CC1(O)CCCCC1,.,-18.0%,-8.9%
Cc1nn(CC(=O)NCc2ccc(-n3cccn3)cc2)c(C)c1[N+](=O)[O-],2.0%,4.1%,-9.5%
Cc1nc2ccccc2n1Cc1ccccc1Br,-0.9%,-9.0%,-0.1%
CC(C)(C)c1ccc(C(=O)N2CCC(c3noc(-c4ccc(S(=O)(=O)N5CCCC5)cc4)n3)CC2)cc1,.,-14.9%,-3.1%
COc1ccccc1N1CCN(S(=O)(=O)c2ccc3c(c2)CC(C)N3C(C)=O)CC1 (stereo not drawn),15.2%,-19.6%,-5.3%
CCCOc1ccc(C(=O)Nc2ccc(N3CCN(C(C)=O)CC3)cc2)cc1,3.1%,11.6%,1.4%
CC1CN(C(=O)N2CCC(C(=O)NC3CCCCCC3)CC2)c2ccccc2O1 (stereo not drawn),.,-13.0%,-12.0%
COc1cc([N+](=O)[O-])ccc1NC(=O)Cc1ccc(C)cc1,7.0%,0.4%,-15.0%
CC(C)(C)n1ncc2c(=O)n(Cc3cccc(Cn4cnc5c(cnn5C(C)(C)C)c4=O)c3F)cnc21,.,-14.8%,-3.1%
Cc1ccc2c(c1)N(CC(=O)N1CCCC1)C(=O)C(C)O2 (stereo not drawn),-4.0%,9.3%,-21.7%
CCc1[nH]c(C)c(C(C)=O)c1C,-1.2%,-1.5%,-4.2%
COc1ccc(C2CC(=O)n3nc(C45CC6CC(CC(C6)C4)C5)nc3S2)cc1OC (stereo not drawn),1.7%,-5.0%,-0.9%
CC(C)(CNS(=O)(=O)c1ccc2ccccc2c1)N1CCOCC1,.,-1.9%,-0.2%
COc1ccc(-n2c(-c3ccccc3)nc(=S)c3c2CCCC3)cc1,5.3%,14.8%,1.7%
CCc1cccc(Nc2c([N+](=O)[O-])cc(C(=O)N3CC(=O)Nc4ccccc43)cc2[N+](=O)[O-])c1,-24.4%,-16.3%,-8.9%
Cc1ccc(S(=O)(=O)c2nc(-c3cccs3)oc2N2CCC(C)CC2)cc1,.,?,-11.0%
Cc1onc(-c2ccccc2)c1C(=O)N/N=C/c1ccc(Br)cc1,-16.7%,-20.7%,?

# Structural class, the compounds so far containing a thiophene ring, fused or not.
SMILES,N370S GC mod,FEN1 inh,GCN5L2 inh
Cc1ccc(CCNC(=O)c2cc3sccc3n2Cc2ccc(F)cc2)cc1,.,10.9%,3.9%
COc1ccc(C(C)NC(=O)Cc2cccs2)cc1OC (stereo not drawn),-6.3%,16.9%,-10.1%
CC(C)(C)C1CCc2c(C(=O)N/N=C/c3cccs3)csc2C1 (stereo not drawn),?,-3.6%,-18.2%
Cn1c(C(=O)N2CCC(C(=O)NCc3ccccc3)CC2)cc2sccc21,0.7%,4.5%,-22.1%
c1csc(-c2nc(NCC3CCCO3)c3ccccc3n2)c1 (stereo not drawn),?,-0.9%&-24.5%,-1.8%
NS(=O)(=O)c1ccc(CCNc2ncnc3sccc23)cc1,-26.7%,5.8%,-2.9%
CCOC(=O)c1c(CC(C)C)csc1NC(=O)COC(=O)c1cc(OC)c(OC)cc1[N+](=O)[O-],5.1%,44.5%[activator],-11.5%
Cc1ccc(S(=O)(=O)c2nc(-c3cccs3)oc2N2CCC(C)CC2)cc1,.,?,-11.0%

# Continued:
SMILES,N370S GC mod,FEN1 inh,GCN5L2 inh
CC(=O)/C(N)=N/Nc1cccc(Cl)c1,-17.1%,8.1%,-2.3%
COc1ccc(Cl)cc1NC(=S)N(Cc1ccc(C(=O)O)cc1)Cc1ccc(OC)c(OC)c1,15.8%,-3.4%,-2.2%
Cc1cccc(C(=O)N/C(=C\c2ccco2)C(=O)N2CCCC2)c1,2.6%,19.7%,-6.8%
Fc1cccc2sc(Nc3nnc(-c4ccccc4)o3)nc12,18.5%,?,-30.0%
COCCOC(=O)c1c(C)oc2ccc(O)c(CN3CCC(C)CC3)c12,-13.8%,-14.7%,1.3%
O=S(=O)(c1cccc2nsnc12)N1CCOCC1,3.0%,6.9%,0.2%
COC(=O)CNC(=O)CSc1ccccn1,-0.8%,-10.0%,0.7%
CCOC(=O)/C(C#N)=C/c1c(N2CCCCCC2)nc2ccccn2c1=O,13.2%,0.9%,-17.4%
COC(=O)c1ccc(COc2ccccc2/C=N/NC(=O)c2cccnc2)cc1,18.0%,9.6%,-1.0%
COc1ccc(OCC(=O)Nc2ccc(-c3nc4cc(Cl)ccc4o3)cc2)cc1,.,1.7%,-6.4%
Cc1nonc1OCCNc1ccc([N+](=O)[O-])cc1[N+](=O)[O-],1.3%,-15.3%,-6.8%
COc1ccc(CC(=O)Nc2cc(S(=O)(=O)N3CCOCC3)ccc2N2CCOCC2)cc1,13.8%,2.8%,-3.6%
COc1ccc(Cl)cc1C(=O)OCC(=O)N1CCCC(C)C1 (stereo not drawn),.,17.8%,-3.2%
Brc1ccc(-c2cnnc(N3CCCC3)n2)cc1,-7.8%,2.4%,-5.8%
O=C(NCC(=O)N(Cc1ccccc1)C(C(=O)NCC1CCCO1)c1ccccc1)c1ccco1 (stereo not drawn),2.4%,1.4%,-6.2%
CSc1ccc(CCNC(=O)C2CCN(c3nnc(-n4cccc4)s3)CC2)cc1,-3.8%,-18.0%,-10.7%
CC(OC(=O)c1ccc(-n2cnnn2)cc1)C(=O)Nc1ccccc1[N+](=O)[O-] (stereo not drawn),.,12.4%,-12.4%
O=S(=O)(NCCSc1ccc(Cl)cc1)c1ccc2c(c1)OCCO2,-20.0%,-0.8%,-14.2%
O=c1[nH]c(-c2ccc(Cl)cc2)nc2c1cnn2-c1ccccc1,0.7%,.,-3.3%

# Three compounds already listed, sorted by count of non-hydrogen atoms, high to low.
SMILES,N370S GC mod,FEN1 inh,GCN5L2 inh
COc1ccc(Cl)cc1NC(=S)N(Cc1ccc(C(=O)O)cc1)Cc1ccc(OC)c(OC)c1,15.8%,-3.4%,-2.2%
O=c1[nH]c(-c2ccc(Cl)cc2)nc2c1cnn2-c1ccccc1,0.7%,.,-3.3%
CC(=O)/C(N)=N/Nc1cccc(Cl)c1,-17.1%,8.1%,-2.3%
